hiPSC survival = enhancers of human iPSC single-cell survival | AID 602274 | actives 0.044% (n = 360,000) | hiPSC single-cell survival, ATPlite luminescence; 100% = ROCK inhibitor wells, 0% = DMSO | survival enhancement, % at 20 µM; in the data active = survival enhancement above about 18%;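 note: cells exposed to compounds for 16 hours before the ATP read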
aDG glyco up = alpha-DG glycosylation activation | Pro5-aDG cells, alpha-DG glycosylation AlphaScreen (IIH6); 0% Pro5, 100% B10-LARGE cell signal | activation, % at 10 µM | actives 0.22% (n = 360,000);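 active = activation of at least 8% versus controls, or a plate z-score of at least 8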;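 note: Pro5 are CHO cells carrying HIG-tagged alpha-DG that lacks glycosylation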
ABCB6 inh MLPCN = blocks the human ABCB6 transporter | K562-ABCB6 porphyrin accumulation, flow cytometry, 1 h; active compounds read low | fluorescence ratio to DMSO, % at 10 µM | actives 0.19% (n = 360,000) | AID 602162;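 active = fluorescence ratio to DMSO below 75%, the collection mean minus 3 SD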;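 note: signal is porphyrin accumulated inside mitochondria; 100% equals median channel fluorescence of DMSO control wells; lower ratio means ABCB6 inhibition with less porphyrin fluorescence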
Exocytosis inh = lytic granule exocytosis inhibition; TALL-104 LAMP-1 surface exposure, flow cytometry; cells stimulated with thapsigargin and PMA; actives 0.66% (n = 360,000); inhibition, % at 10 µM;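 active = inhibition above about 55%, limit read from the data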
Cardio protect = myocardial damage modulation in H9c2 cells. protection from H2O2 cell death, % at 20 µM. H9c2 cardiomyocytes, H2O2 injury protection, ATPLite, 2 h. actives 0.63% (n = 360,000). AID 588492;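 active = compounds giving at least 50% protection of heart cells from peroxide-induced death in the single-dose screen, raw or plate-pattern-corrected value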;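 note: 0% = DMSO wells with peroxide and 100% = DMSO wells without peroxide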
Vif imaging = blocks HIV Vif function. inhibition, % at 7.49 µM. actives 0.35% (n = 340,000). HEK293T cells, Vif self-association by quenched fluorescence, imaging, 24 h; in the data active = inhibition above about 50%, passing the limit was not always enough; note: some results filed as inactive read as strong as hits
CaV13 FRET inh = Disruptors of the CACNA1D IQ motif to Ca2+-dependent inactivation inhibitor domain association, primary screening, Förster resonance energy transfer in intact living …. actives 0.098% (n = 340,000). AID 743397. HEK cells, CFP/YFP FRET ICDI-IQ, plate reader, 10 min; percent FRET-ratio fall versus neutral wells. inhibition, % at 12.3 µM;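 active = mean replicate inhibition of at least 30% and at least 1% of replicates passing that level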;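 note: 0% = median of the neutral control wells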
PDI turbidity = blocks human protein disulfide isomerase activity; P07237; actives 0.052% (n = 350,000); inhibition, % at 10 µM; AID 588391; PDI insulin aggregation turbidity, A650, 90 min;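 active = mean inhibition across replicates of 30% or more, whatever share of single replicates reach that level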;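 note: absorbance from insulin aggregation driven by PDI reduction with DTT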
Target sequence (P07237 whole entry, looked up): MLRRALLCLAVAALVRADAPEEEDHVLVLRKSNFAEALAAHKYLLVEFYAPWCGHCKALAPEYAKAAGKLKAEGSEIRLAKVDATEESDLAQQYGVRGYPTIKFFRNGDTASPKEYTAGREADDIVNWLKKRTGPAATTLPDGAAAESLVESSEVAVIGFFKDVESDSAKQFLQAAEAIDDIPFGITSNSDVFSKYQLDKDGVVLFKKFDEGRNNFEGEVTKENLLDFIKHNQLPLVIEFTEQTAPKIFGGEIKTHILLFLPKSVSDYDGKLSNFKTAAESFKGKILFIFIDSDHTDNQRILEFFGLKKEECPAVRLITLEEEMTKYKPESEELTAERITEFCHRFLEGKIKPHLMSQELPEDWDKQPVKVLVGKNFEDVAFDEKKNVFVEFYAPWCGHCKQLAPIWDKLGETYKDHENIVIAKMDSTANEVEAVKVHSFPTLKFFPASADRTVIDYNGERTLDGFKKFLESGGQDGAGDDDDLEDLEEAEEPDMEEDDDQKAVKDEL
HTR2A ag = agonists of mouse serotonin 5-HT2A receptor (HTR2A). CHO-K1 mHTR2A beta-arrestin complementation, luminescence; percent of 30 µM serotonin response. AID 624169. actives 0.66% (n = 360,000). P35363. activation, % at 7.6 µM;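 active = activation above a run cutoff, the mean activation of all tested compounds plus 3 SD, cut at about 14% in these data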;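 note: 0% = plate median of compound wells and 100% = 30 µM serotonin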
Target sequence (P35363 whole entry, looked up): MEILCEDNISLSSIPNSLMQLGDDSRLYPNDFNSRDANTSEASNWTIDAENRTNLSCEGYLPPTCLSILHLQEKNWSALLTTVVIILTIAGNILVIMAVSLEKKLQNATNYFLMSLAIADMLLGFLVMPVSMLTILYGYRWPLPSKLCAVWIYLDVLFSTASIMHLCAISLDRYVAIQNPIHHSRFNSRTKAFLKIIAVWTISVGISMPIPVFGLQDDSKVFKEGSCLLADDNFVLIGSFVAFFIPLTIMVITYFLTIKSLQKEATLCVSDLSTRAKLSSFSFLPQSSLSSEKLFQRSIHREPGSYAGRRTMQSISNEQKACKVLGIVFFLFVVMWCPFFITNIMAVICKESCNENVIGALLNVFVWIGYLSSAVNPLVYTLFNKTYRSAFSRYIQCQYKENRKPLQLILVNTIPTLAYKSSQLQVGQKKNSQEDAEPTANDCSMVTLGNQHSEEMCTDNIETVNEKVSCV
Glyco luc inh = N-linked glycosylation inhibition; D54 ERlucT glycosylation luciferase reporter, 24 h; percent of 100 nM tunicamycin response; reporter increase, % at 12.5 µM; actives 0.23% (n = 360,000); AID 588692;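 active = mean luciferase reporter signal, scaled so untreated is 0 and the glycosylation-blocking control 100, at or above a set limit in every replicate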;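 note: luciferase carries N-glycosylation sites so blocking glycosylation raises the light; 0% = median of neutral control wells and 100% = median of 100 nM tunicamycin wells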
An asterisk follows results filed as active; nt = not tested or not shown.

SMILES | hiPSC survival | aDG glyco up | ABCB6 inh MLPCN | Exocytosis inh | Cardio protect | Vif imaging | CaV13 FRET inh | PDI turbidity | HTR2A ag | Glyco luc inh
CC1CCc2nc(NC(=O)Cc3cccs3)sc2C1 (configuration not stated) | 1.2 | -0.2 | 95.0 | -2.0 | -21.1 | -3.6 | -0.9 | -1.5 | -3.7 | -2.6
O=C(Nc1ccc(-c2ccccc2)cc1)c1ccco1 | -0.3 | -0.4 | 100.0 | -3.7 | -0.3 | -6.3 | -0.3 | -0.5 | -0.6 | 1.8
CCCCc1nc2ccccc2c(C(=O)O)c1C | 1.6 | 0.1 | 94.0 | -7.5 | -3.5 | 12.5 | -3.6 | 1.8 | 5.2 | 0.9
CCOC(=O)c1c(CS(=O)(=O)c2ccccc2)n(C)c2cc(Br)c(O)cc12 | -0.6 | 0.0 | 96.0 | 12.4 | 3.4 | 3.3 | -0.9 | 8.2 | -4.0 | 0.2
Cc1cccc(N(CC(=O)N2CCN(C)CC2)S(=O)(=O)c2ccccc2)c1 | 1.2 | 0.2 | 94.0 | 0.8 | -3.3 | 11.3 | -1.1 | 1.1 | -5.2 | 0.1
CCOC(=O)C1=C(CSc2nncn2C)NC(=O)NC1c1cc(OCC)ccc1OCC (configuration not stated) | 2.2 | -0.1 | 97.0 | -0.7 | 9.2 | 3.8 | -6.6 | -1.4 | -0.3 | 1.0
Cc1ccccc1NC(=O)c1cccc(N2C(=O)C3C4CC(C(Br)C4Br)C3C2=O)c1 (configuration not stated) | 1.5 | 0.5 | 96.0 | 2.0 | -1.6 | 15.9 | -2.6 | 3.0 | 9.5 | -2.0
O=C(NC(=S)N1CCN(c2c(Cl)cccc2[N+](=O)[O-])CC1)c1cccs1 | 1.2 | -0.1 | 100.0 | -0.4 | 19.5 | -4.3 | -5.0 | -0.7 | -2.1 | 3.9
O=C(c1nc2ccccn2c1CN1CCC(Cc2ccccc2)CC1)N1CCCC1 | 2.6 | -0.1 | 102.0 | -0.4 | 5.5 | -0.9 | -3.5 | 7.3 | -9.2 | -2.0
CCOc1ccc(-c2ncncc2-c2ccccc2OC)c(O)c1 | -0.6 | -0.1 | 97.0 | 5.6 | 3.5 | -2.4 | -3.9 | 6.2 | -6.0 | -4.6
O=C(c1cc([N+](=O)[O-])ccc1N1CCOCC1)N1CCN(S(=O)(=O)c2cc(Cl)ccc2Cl)CC1 | 0.1 | -0.1 | 95.0 | 14.8 | 3.6 | nt | -2.4 | 6.0 | -3.0 | 2.0
COc1ccc(C2/C=C\CNCC(=O)N2Cc2ccc(F)cc2)cc1 (configuration not stated) | -1.7 | 0.3 | 93.0 | -2.7 | -6.9 | 3.0 | -4.9 | -3.8 | 3.6 | 0.5
Clc1ccc(-c2nnn(Cc3nc4ccccc4s3)n2)cc1 | -1.4 | 0.3 | 100.0 | -1.5 | -18.6 | 1.2 | -4.0 | 2.5 | 0.8 | 1.6
CN(C(=O)COC(=O)c1ccc(Br)c(S(=O)(=O)N2CCOCC2)c1)C1CCCCC1 | 0.9 | 0.0 | 98.0 | -7.7 | -2.1 | 11.1 | -5.2 | 0.1 | -4.0 | 2.8
Cc1nn(C)c(C)c1CNC(=O)Nc1ccc(Cl)cc1 | -0.2 | 0.0 | 96.0 | 0.7 | -6.2 | -2.9 | -1.9 | 2.1 | -11.1 | 2.3
CCCCN(C(=O)CSc1nnc(Nc2ccccc2)s1)c1c(N)n(CCC)c(=O)[nH]c1=O | -2.5 | -0.5 | 83.0 | 0.2 | -5.2 | 5.8 | -2.3 | 4.1 | 1.8 | 2.4
CC(CC(=O)Nc1nncs1)c1ccccc1 (configuration not stated) | -0.6 | 0.0 | 101.0 | -0.9 | -3.8 | 10.4 | -5.3 | -6.3 | 1.3 | -3.2
CCOC(=O)c1c[nH]c2c(C(F)(F)F)cccc2c1=O | -0.4 | 0.0 | 104.0 | 2.2 | 6.5 | -0.1 | -8.1 | 0.3 | 0.3 | 0.2
Cn1c(Nc2ccc(F)cc2)nc2cc(-c3ccsc3)sc2c1=O | -0.2 | -0.3 | 102.0 | -3.9 | 3.3 | 11.8 | -6.7 | -4.9 | -8.3 | 3.8
Cc1ccccc1S(=O)(=O)Cc1ccc(C(=O)NCCCN2CCCC(C)C2)o1 (configuration not stated) | -0.6 | -0.1 | 96.0 | -18.2 | -0.8 | -0.1 | -5.0 | -3.4 | 0.4 | 0.9

An excerpt from above in order of the HTR2A ag value, descending:
Structure | HTR2A ag
O=C(Nc1ccc(-c2ccccc2)cc1)c1ccco1 | -0.6
CCOC(=O)c1c(CS(=O)(=O)c2ccccc2)n(C)c2cc(Br)c(O)cc12 | -4.0
CCOc1ccc(-c2ncncc2-c2ccccc2OC)c(O)c1 | -6.0

The listing continues.
SMILES | hiPSC survival | aDG glyco up | ABCB6 inh MLPCN | Exocytosis inh | Cardio protect | Vif imaging | CaV13 FRET inh | PDI turbidity | HTR2A ag | Glyco luc inh
COc1ccccc1N1CCN(C(=O)c2ccc(Br)o2)CC1 | 3.8 | -0.2 | 99.0 | 0.7 | -4.9 | 4.7 | -3.3 | -15.6 | 0.8 | 3.3
O=C(COC(=O)c1ccc(CNS(=O)(=O)c2ccc(F)c(Cl)c2)cc1)NCC1CCCCC1 | 2.8 | -0.2 | 101.0 | 2.0 | -4.8 | 6.1 | nt | -8.3 | -1.4 | 0.0
CC(C)C(NC(=O)c1ccc([N+](=O)[O-])cc1Cl)C(=O)N1CCCC1 (configuration not stated) | 0.1 | -0.1 | 98.0 | -14.4 | -0.9 | -0.1 | -2.7 | -4.1 | -5.4 | 0.9
CCCCCc1cc(=O)oc2c(C(CCN3CCCC(C)C3)c3cc(OC)c(OC)c(OC)c3)c(OC)cc(OC)c12 (configuration not stated) | -4.2 | -0.7 | 98.0 | 16.7 | -20.5 | -3.9 | nt | 3.9 | -4.7 | -8.3
CC(C)(CSc1nncn1N)NS(=O)(=O)c1ccc(Cl)cc1 | 3.5 | 0.0 | 103.0 | 3.0 | -0.1 | -2.1 | -7.1 | 4.7 | 0.3 | 1.8
CC(C)(C)N(Cc1ccccc1)C(=O)COC(=O)[C@@H]1CCCN1C(=O)c1cccs1 | -0.2 | 0.3 | 87.0 | 7.1 | -4.6 | 1.8 | -3.5 | -2.4 | 0.8 | 1.9
CN1/C(=C\C=C2/SC(=S)N(CC(=O)O)C2=O)C(C)(C)c2ccccc21 | -0.2 | -0.1 | 689.0 | -9.7 | -30.4 | 2.3 | -101.3 | 13.3 | -1.1 | -0.6
CCOC(=O)C(=O)N(CC)C1CCS(=O)(=O)C1 (configuration not stated) | 0.2 | -0.2 | 101.0 | -4.0 | 1.8 | 5.1 | -3.8 | -2.1 | 0.2 | 1.4
NC(=O)C1(NC(=O)[C@@H]2CC3(CC(c4cccc(NC(=O)[C@@H]5CCC(=O)N5)c4)=NO3)CN2C(=O)Cc2ccc(C(F)(F)F)cc2)CC1 (some centres not stated) | 0.2 | -0.3 | 101.0 | 5.4 | 12.0 | 5.7 | -9.8 | -1.6 | 19.8* | 4.6
C=CCNC(=O)c1c(Cl)nc(C)c([N+](=O)[O-])c1C | 0.3 | -0.2 | 99.0 | 0.9 | 0.5 | -3.8 | -2.5 | 2.7 | 3.6 | -0.4
C=CCn1c(NCc2ccccc2O)nc2ccccc21 | -0.6 | 0.1 | 100.0 | 1.6 | -0.3 | 7.5 | 3.1 | -4.4 | -5.4 | -1.3
S=c1[nH]nc(-c2n[nH]c3c2CCC3)n1/N=C/C=C/c1ccccc1 | -0.3 | -0.1 | 98.0 | -0.6 | 7.2 | -6.2 | 6.3 | 0.3 | 3.2 | -2.1
Cc1ccc2nc(N/N=C\c3ccc([N+](=O)[O-])o3)nc(-c3ccccc3)c2c1 | 0.5 | 1.5 | 130.0 | 5.1 | 37.0 | 11.7 | -6.4 | -8.1 | -1.3 | 5.8
CC(=O)OCCc1c(C)nc2nc[nH]n2c1=O | 2.7 | 0.2 | 122.0 | 1.6 | -8.1 | 0.4 | -4.2 | -2.8 | 0.3 | 1.0
Cc1cc(C)c2c(N)c(-c3nc4ccccc4[nH]3)sc2n1 | 1.1 | 0.1 | 97.0 | 0.2 | 12.2 | -0.7 | nt | -20.4 | -6.4 | 1.6
Oc1ccc(Nc2ccc3ccccc3c2)cc1 | -1.0 | 0.4 | 101.0 | 43.2 | -12.9 | 15.0 | -6.2 | -2.6 | -4.3 | 5.6
CC(C)CSc1oc(-c2ccco2)nc1S(=O)(=O)c1ccccc1 | 0.8 | 0.3 | 94.0 | -0.7 | -3.9 | -3.9 | -16.1 | -5.8 | -5.5 | -3.5
CC(C)(C)c1csc(NC(=O)c2cccnc2Cl)n1 | -0.3 | 0.2 | 101.0 | 10.2 | -3.4 | -1.1 | -4.1 | -7.1 | 3.4 | 0.1
COc1cc(NC(=O)c2ccc(-c3cccc([N+](=O)[O-])c3)o2)ccc1NC(=O)C(C)C | 0.0 | 0.3 | 91.0 | -5.3 | 24.3 | nt | -5.2 | -1.7 | -3.3 | nt
COc1cc(C=O)ccc1OCCSc1ccc(C)cc1 | -2.4 | 0.4 | 107.0 | 2.8 | -5.4 | 0.2 | -7.7 | -1.0 | -5.6 | 1.4
CCCn1c2ccccc2c2nnc(SCC(=O)Nc3ncccn3)nc21 | 5.4 | 0.1 | 100.0 | -0.4 | 6.1 | 4.0 | -1.7 | 8.1 | -2.9 | 0.4
CCN(CC)C(=S)Nc1ccc(OC)cc1 | 0.3 | 0.0 | 99.0 | 8.7 | -2.4 | -13.0 | -4.4 | 2.5 | -2.2 | 0.4
O=S(=O)(c1ccccc1)N1CCN(S(=O)(=O)c2ccc(F)cc2)CC1 | -0.6 | 0.0 | 98.0 | -12.0 | 6.1 | 0.7 | -3.9 | -19.4 | 5.6 | 1.1
COc1cc(C2C(C(=O)c3ccco3)=C(O)C(=O)N2CC2CCCO2)ccc1O (configuration not stated) | -0.1 | -0.1 | 96.0 | -3.6 | 3.3 | 0.5 | -7.2 | -19.0 | 1.3 | 2.6
Cn1c(C2CCCCC2)nc2cc(N)ccc21 | -0.6 | 0.1 | 102.0 | -0.3 | -5.1 | 18.9 | -4.3 | -4.5 | 8.0 | -2.3
COc1ccc(C(=O)NC2CC2)cc1OC1CCN(Cc2cc(C)c(C)cc2C)CC1 | -0.4 | 0.0 | 85.0 | 0.4 | 2.4 | 20.4 | -3.4 | -2.3 | -9.0 | -0.2
OCCN1CCN(CC(O)COc2ccc(Cl)cc2)CC1 (configuration not stated) | -4.0 | -0.5 | 106.0 | -3.3 | 1.6 | 4.8 | nt | -15.7 | 3.2 | 0.8
CC(=O)c1c(C)oc2ccc(N(C(=O)c3ccncc3)S(=O)(=O)c3ccccc3)cc12 | -0.3 | 0.5 | 92.0 | -5.0 | 25.1 | -6.1 | 5.1 | -0.7 | -1.3 | 2.6
Cc1nnc(-c2cnn(C)c2N)n1Cc1cccc(Cl)c1 | -0.1 | 0.1 | 91.0 | 2.0 | 1.9 | -4.8 | -2.4 | 3.4 | 0.9 | 2.9
Cc1cc(C(=O)CSC(C)c2nc3ccccc3c(=O)[nH]2)c(C)n1C (configuration not stated) | 0.8 | 0.1 | 97.0 | 0.5 | 12.9 | 3.8 | -3.7 | 15.5 | 3.0 | 2.2
